Fibroblast inh – antiproliferative effect on LL 47 fibroblasts – human, LL 47 cells, CellTiter-Glo luminescence, primary screen; LL 47 human lung fibroblast viability, ATP luminescence; active compounds read low; viability, % at 10 µM; actives 1.1% (n = 85,000); AID 719, 2007;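 active means viability at or below 50% in the single dose screen; inactive means viability above 50%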;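 further: compound exposure lasted 72 h before the ATP readout; 100% = median luminescence of untreated cell-only wells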
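Test system: LL 47 human lung fibroblasts; Quantity: 1,150 cells/well; Buffer or medium: IMEM plus 15% FBS; Dosing: tenfold compound dosing solution, DMSO at 0.1%; Timing: overnight cell rest, 72 h compound treatment at 37 °C; Detection: ATP-based CellTiter-Glo luminescent readout; Read-out basis: viability percentage against median untreated-cell control; Controls: cell-only wells, no compound.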
HUVEC inhibit – inhibitors of HUVEC proliferation, primary screen, cell-based, 384-well; CellTiter-Glo luminescence, 72 h; active compounds read low; viability, % at 10 µM (by protocol); actives 1.1% (n = 86,000);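 active means viability at or below 30%; inactive means viability above 30%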;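 further: 100% = median luminescence of DMSO-only cell control wells on each plate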
CD11b adhes enh – enhancers of CD11b/CD18 adhesion to fibrinogen, primary screen, K562 cells, luminescence; activation, % at 10 µM; actives 0.07% (n = 93,000); ATPlite luminescence; Integrin beta-2 (Homo sapiens) + Integrin alpha-M (Homo sapiens), P05107+P11215;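 active means 10 µM primary screen giving 50% or more activity, confirmed by 40% or more on retest at that dose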; further: strong numbers were not always called active
Target sequence (P05107 whole entry, looked up, other chains not shown): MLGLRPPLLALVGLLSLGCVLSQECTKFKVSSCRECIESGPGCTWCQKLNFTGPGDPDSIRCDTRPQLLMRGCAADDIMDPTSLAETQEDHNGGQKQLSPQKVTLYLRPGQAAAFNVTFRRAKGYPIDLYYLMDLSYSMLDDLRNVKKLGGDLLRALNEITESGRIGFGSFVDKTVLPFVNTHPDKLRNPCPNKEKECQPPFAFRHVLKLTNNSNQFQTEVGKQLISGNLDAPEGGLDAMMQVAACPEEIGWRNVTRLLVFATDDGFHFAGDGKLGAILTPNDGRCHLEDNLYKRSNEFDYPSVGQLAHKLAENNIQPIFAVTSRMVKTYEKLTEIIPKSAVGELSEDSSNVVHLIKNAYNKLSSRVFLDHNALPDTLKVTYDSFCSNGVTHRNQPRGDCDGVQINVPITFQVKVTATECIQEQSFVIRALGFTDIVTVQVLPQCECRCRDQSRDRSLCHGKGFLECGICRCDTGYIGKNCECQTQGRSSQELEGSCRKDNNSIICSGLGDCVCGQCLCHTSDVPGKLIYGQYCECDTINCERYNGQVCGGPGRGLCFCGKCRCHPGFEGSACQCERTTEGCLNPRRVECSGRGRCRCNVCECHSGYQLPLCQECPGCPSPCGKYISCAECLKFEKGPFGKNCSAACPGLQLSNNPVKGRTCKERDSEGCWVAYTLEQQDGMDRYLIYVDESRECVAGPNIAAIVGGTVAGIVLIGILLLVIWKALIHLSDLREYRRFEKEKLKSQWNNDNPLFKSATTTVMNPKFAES
CD11b adhes inh – inhibitors of CD11b/CD18 adhesion to fibrinogen, primary screen, K562 cells, luminescence; inhibition, % at 10 µM; actives 0.54% (n = 93,000); Integrin beta-2 (Homo sapiens) + Integrin alpha-M (Homo sapiens), P05107+P11215; ATPlite luminescence; Mn2+ added to activate the integrin;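 active means primary inhibition of 50% or more at 10 µM, then 40% or more on retest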; further: some results filed as inactive read as strong as hits
ERa coact inh – ERα–SRC-1 coactivator interaction inhibitors, primary screen, biochemical, TR-FRET, ERα LBD, estradiol-bound | inhibition, % at 25.6 µM | actives 1.7% (n = 86,000) | TR-FRET ER-alpha LBD / SRC-1 peptide; in the data active means inhibition above about 50%;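 further: 0% = receptor plus peptide control and 100% = peptide only without receptor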
CYP2C19 inh – blockers of cytochrome P450 2C19 activity – biochemical, luminescence, ADME assay, primary screen. P33261. CYP2C19 Supersomes, luciferin-H EGE luminescence, 30 min. inhibition, % at 5 µM. actives 21% (n = 96,000). AID 778, 2007;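 active means CYP2C19 inhibition above a set limit at 5 µM in the primary screen, cut at about 50% in these data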;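 further: plate controls were negative control wells for no effect and 2.5 mM tranylcypromine positive control for full effect; values of inactives mirror those of a sister screen read the other way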
CYP2C19 act – human CYP2C19 activators, primary screen, biochemical, luminescence | AID 1025, 2008 | 96,000 tested, under 10 active | recombinant CYP2C19, luciferin-H EGE luminescence; active compounds read high; 0 = fully inhibited enzyme, 1 = untreated enzyme | activation factor at 5 µM;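 active means activation factor of at least 2 at 5 µM in the primary screen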;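 further: 0 = wells with 2.5 mM tranylcypromine and 1 = vehicle-only wells; values of inactives mirror those of a sister screen read the other way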
H69AR growth 86K – proliferation blockers of H69AR lung cancer cells, primary screen, cell-based, human, 86K library. H69AR lung tumor viability, ATP luminescence, 72 h; active compounds read low. AID 598, 2007. viability, % at 10 µM. actives 6% (n = 85,000);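 active means viability at or below 40%; inactive means viability above 40%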;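 further: multidrug resistant small cell line overexpressing MRP-1 efflux transporter; 100% = mean luminescence of untreated control wells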
ERa coact pot – enhancers of ERα–SRC-1 coactivator binding, primary screen, biochemical, TR-FRET, ERα LBD, low estradiol. Estrogen receptor (Homo sapiens), P03372. TR-FRET ERalpha-LBD/SRC-Cy5 coactivator binding, 2 h; 100 = basal binding, no effect. coactivator binding (% of control), % at 25.6 µM. actives 1.3% (n = 86,000); in the data active means activity above about 200%;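 further: binding measured in presence of low estradiol as agonist stimulus; 0% = peptide alone without receptor and 100% = receptor with peptide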
Numbers without * were called inactive; x = not tested or not shown; [ ] = dose if it differs, or a comment.

SMILES | Fibroblast inh | HUVEC inhibit | CD11b adhes enh | CD11b adhes inh | ERa coact inh | CYP2C19 inh | CYP2C19 act | H69AR growth 86K | ERa coact pot
CC(=O)Nc1ccc(S(=O)(=O)N2CCC(N(C)CCC(C)C)CC2)cc1 | 88 | 89 | x | x | 5 | 2 | 1 | 99 | 122
CC(=O)C1=C(c2ccccc2)NC(=O)NC1c1ccccc1OCC(=O)Nc1ccccc1 (stereo not drawn) | 68 | 90 | -1 | -18 | 39[fluorescence artefact?] | 2 | 1 | 67 | 79[fluorescence artefact?]
Cc1nn(-c2ccc(Cl)cc2)c2sc(C(=O)N3CCN(c4ccccn4)CC3)cc12 | 96 | 36 | 3 | 10 | 14 | 0 | 1 | 21* | 452*
Cc1ccsc1C1Nc2ccc3ncccc3c2C2=C1C(=O)CC(C)(C)C2 (stereo not drawn) | x | x | 0 | -17 | x | 98* | 0 | x | x
COc1ccccc1NC(=O)CCc1c(C)[nH]c(=O)c(C#N)c1C | 121 | 84 | x | x | 26 | -1 | 1 | 88 | 95
NC/C(=N\O)c1ccc(Cl)cc1Cl | 97 | 98 | -2 | 15 | -5 | 80* | 0.2 | 108 | 87
O=C(Nc1ccccc1SCC1CSc2nc3ccccc3c(=O)n21)c1cccc(Cl)c1 (stereo not drawn) | x | x | -3 | 6 | x | 34 | 0.7 | x | x
CCn1c(SCC(=O)N2CCN(S(=O)(=O)c3ccccc3)CC2)nnc1-c1cccs1 | x | x | -3 | 9 | x | 1 | 1 | x | x
COC(=O)c1sccc1NC(=O)c1ccc(Br)s1 | 98 | 93 | -5 | 0 | 8 | 1 | 1 | 64 | 199
O=C(OC(C(=O)NC1CCCC1)c1ccccc1F)c1ccco1 (stereo not drawn) | x | x | 9 | 17 | x | 48 | 0.5 | x | x
COc1ccc2c(c1OC)C(=O)OC2Nc1ccccn1 (stereo not drawn) | x | x | -1 | 13 | x | -17 | 1.2 | x | x
O=C(Nc1ccccc1Cl)N1CCN(c2ccc3nncn3n2)CC1 | 102 | 107 | -2 | -6 | -8 | 24 | 0.8 | 85 | 112
CC1=NN(c2nc(-c3ccc(Cl)cc3)cs2)C(=O)C1 | x | x | -10 | 50 | x | -8 | 1.1 | x | x
Cc1cc(C)nc(Sc2ncnc3sc4c(c23)CCC4)n1 | 108 | 107 | x | x | -13[fluorescence artefact?] | x | x | 67 | 85
O=C(Nc1ccccn1)c1cccnc1 | 105 | 99 | -4 | -14 | 9 | -7 | 1.1 | 100 | 77[fluorescence artefact?]
Cc1c(N(C)C(=O)C23CC4CC(CC(C4)C2)C3)c(=O)n(-c2ccccc2)n1C | 92 | 104 | x | x | -4 | 16 | 0.8 | 102 | 116
COC(=O)c1ccc(C(=O)OC)c(NC(=O)CN2CCN(c3ccccc3)CC2)c1 | 56 | 59 | -3 | 6 | 5 | 30 | 0.7 | 16* | 120
COc1ccc(C2C(C(C)=O)=C(C)N=c3s/c(=C\c4ccc5c(c4)OCO5)c(=O)n32)c(OC)c1 (stereo not drawn) | 94 | 91 | x | x | -5 | x | x | 89 | 97[fluorescence artefact?]
O=S(=O)(c1ccc2nc(COc3ccc(Cl)cc3Cl)[nH]c2c1)N1CCOCC1 | 106 | 110 | 3 | -7 | -6 | 51* | 0.5 | 71 | 94
O=C(/C=C/Sc1ccccc1)c1ccccc1 | 8.3* | 45 | -5 | 57 | 6 | 6 | 0.9 | 2.2* | 77
COc1cccc2cc(C(=O)CC3(O)C(=O)N(Cc4ccccc4)c4ccccc43)c(=O)oc12 (stereo not drawn) | x | x | -1 | 4 | x | 3 | 1 | x | x
N#Cc1c2n(c(=O)[nH]c1=O)CCCCC2 | 104 | 108 | x | x | 6 | x | x | x | 114
O=S(=O)(c1cccc(C(F)(F)F)c1)N1CCN(c2nnnn2-c2ccccc2)CC1 | 91 | 59 | -3 | -12 | 3[fluorescence artefact?] | -3 | 1 | 87 | 125
O=[N+]([O-])c1cccnc1N1CCC(c2cc(-c3ccc(Cl)cc3Cl)n[nH]2)CC1 | 107 | 52 | -3 | 30 | 9 | 37 | 0.6 | 84 | 85[fluorescence artefact?]
O=C(Nc1cccc(Cl)c1Cl)C1CC(=O)N(c2ccc(Br)cc2)C1 (stereo not drawn) | 94 | 83 | x | x | -2 | x | x | 103 | 130
O=C(CNS(=O)(=O)c1ccccc1)N1CCN(c2ccccc2)CC1 | 106 | 89 | -1 | 8 | -11 | 3 | 1 | 96 | 102
CCN(CC)CC(=O)Nc1cc(C)c2c(=O)oc3ccccc3c2n1 | 93 | 85 | x | x | -1 | x | x | 41 | 123
Cc1nc2ccc(S(=O)(=O)NCC(=O)N3CCc4ccccc43)cc2s1 | 97 | 91 | 6 | -11 | 0 | 18 | 0.8 | 93 | 120
CCOc1ccccc1Nc1nc(-c2sc(NC(=O)c3ccco3)nc2C)cs1 | x | x | 41 | -7 | x | 4 | 1 | x | x
CC(C)=C1C2C=CC1C(C(=O)Nc1cccc(C)c1)C2C(=O)O (stereo not drawn) | 88 | 84 | 0 | 3 | -7 | -10 | 1.1 | 100 | 95
CC(C)C(c1nnnn1Cc1ccccc1)N1CCN(Cc2ccco2)CC1 (stereo not drawn) | 96 | 97 | -1 | 3 | -6 | 9 | 0.9 | 96 | 124
Cc1ccccc1-c1nc(CN2CCC(C(=O)O)CC2)c(C)o1 | 98 | 112 | 0 | -8 | -4 | -4 | 1 | 116 | 94
O=C1CCCc2c1cc(C(=O)NC1CCSC1=O)c(=O)n2-c1ccccc1 (stereo not drawn) | 112 | 100 | 11 | 10 | 5 | -18 | 1.2 | 81 | 100
C=CCn1c(SCC(=O)c2ccccc2)nnc1-c1ccc2c(c1)OCO2 | 110 | 87 | -2 | 2 | 39[fluorescence artefact?] | 77* | 0.2 | 59 | 62[fluorescence artefact?]
O=C(CN1CCN(S(=O)(=O)/C=C/c2ccccc2)CC1)NC(=O)NCc1ccco1 | 101 | 97 | 5 | -4 | 55*[fluorescence artefact?] | 54* | 0.5 | 94 | 78[fluorescence artefact?]
CC(=O)Nc1cc(-c2ccccc2)ccc1O | 87 | 93 | -1 | 62 | -3 | 33 | 0.7 | 87 | 131
COc1ccc(C)cc1NC(=O)C(C)N(c1ccc(C)cc1)S(C)(=O)=O (stereo not drawn) | 99 | 97 | -4 | -4 | -2 | 44 | 0.6 | 98 | 143
CCOC(=O)c1c(C)c(C(=O)NC2CCCCC2)c(C)n1CC | 92 | 90 | -1 | -11 | 3[fluorescence artefact?] | 30 | 0.7 | 92 | 120
COCCn1c(=S)[nH]c2ccc(N(C)C)cc2c1=O | 98 | 88 | -1 | -1 | -13[fluorescence artefact?] | 52* | 0.5 | 85 | 85[fluorescence artefact?]
Cc1cc(C)n2nc(SC(C)C(=O)NCc3ccco3)nc2n1 (stereo not drawn) | x | 92 | 1 | 25 | -9 | 20 | 0.8 | 94 | 111

4 entries from above, tab-delimited:
compound	Fibroblast inh	HUVEC inhibit	CD11b adhes enh	CD11b adhes inh	ERa coact inh	CYP2C19 inh	CYP2C19 act	H69AR growth 86K	ERa coact pot
Cc1nc2ccc(S(=O)(=O)NCC(=O)N3CCc4ccccc43)cc2s1	97	91	6	-11	0	18	0.8	93	120
CCOc1ccccc1Nc1nc(-c2sc(NC(=O)c3ccco3)nc2C)cs1	x	x	41	-7	x	4	1	x	x
CC(C)=C1C2C=CC1C(C(=O)Nc1cccc(C)c1)C2C(=O)O (stereo not drawn)	88	84	0	3	-7	-10	1.1	100	95
CC(C)C(c1nnnn1Cc1ccccc1)N1CCN(Cc2ccco2)CC1 (stereo not drawn)	96	97	-1	3	-6	9	0.9	96	124

The listing continues:
SMILES | Fibroblast inh | HUVEC inhibit | CD11b adhes enh | CD11b adhes inh | ERa coact inh | CYP2C19 inh | CYP2C19 act | H69AR growth 86K | ERa coact pot
C=CCOc1ccc(C(=O)NC2CCCCC2)cc1 | 111 | 100 | 2 | -11 | 9 | 3 | 1 | 75 | 103
Cc1ncsc1C(=O)N1N=C2/C(=C/c3ccccc3)CCCC2C1c1ccccc1 (stereo not drawn) | x | x | -2 | 23 | x | 6 | 0.9 | x | x
O=C(NCc1n[nH]c(=S)n1-c1ccccc1)c1ccco1 | 95 | 104 | x | x | -2 | x | x | 97 | 113[fluorescence artefact?]
Cc1cc(=O)oc(C)c1C(=O)Nc1cnc2ccccc2c1 | 103 | 98 | -10 | 2 | 3 | 1 | 1 | 95 | 107
COc1ccc2cc3cc(C(=O)NCc4ccco4)oc3nc2c1 | 107 | 74 | 0 | -50 | 24 | 25 | 0.7 | 93 | 107[fluorescence artefact?]
CN(C/C(O)=C(\C#N)c1ccccc1)C1CCCCC1 | 94 | 96 | -3 | 20 | 6 | 40 | 0.6 | 99 | 114
COC(=O)C(C)Sc1nnc2n(-c3cccc(C)c3)c(=O)c3c4c(sc3n12)CCCC4 (stereo not drawn) | 90 | 107 | 2 | -24 | 4 | -14 | 1.1 | 82 | 90
CCOC(=O)CCCCC(=O)c1[nH]c(=O)[nH]c1CSc1nc(C)cc(=O)[nH]1 | 96 | 101 | 1 | -18 | 4 | 3 | 1 | 91 | 91
CCOC(=O)c1cc(OCC(=O)NC(C)C(C)C)cc(C(=O)OCC)c1 (stereo not drawn) | 92 | 106 | -2 | -17 | 1 | 33 | 0.7 | 82 | 130
CCN(CC(=O)Nc1c(C(=O)OC)[nH]c2ccc(Cl)cc12)c1ccc2c(c1)OCO2 | 98 | 71 | 1 | 6 | 1 | 88* | 0.1 | 45 | 126
CCOc1ccc2[nH]c(=O)c(CN(CCO)C(=O)c3ccc(F)cc3)cc2c1 | 101 | 104 | 4 | -9 | -2 | 6 | 0.9 | x | 121
NC(=O)CSc1nnc(-c2ccc(S(=O)(=O)N3CCCCC3)cc2)n1-c1ccccc1 | 108 | 96 | -2 | 10 | 4[fluorescence artefact?] | 14 | 0.9 | 93 | 103
COc1ccc(-c2cc(C(F)(F)F)nc(NC3CCCC3)n2)cc1OC | 97 | 95 | x | x | -6 | -24 | 1.2 | 101 | 103
CCOC(=O)CC1C(=O)NCCN1C(=O)c1cccc(C(F)(F)F)c1 (stereo not drawn) | 99 | 101 | -1 | 6 | 1 | -7 | 1.1 | 104 | 122
Cc1cnc(NC(=O)c2ccc3c(c2)C(=O)N(Cc2ccco2)C3=O)s1 | 104 | 82 | 10 | -8 | 8 | 5 | 1 | 72 | 109[fluorescence artefact?]
COc1cccc2cc(C(=O)NCC3CCCO3)c(=O)oc12 (stereo not drawn) | 102 | 105 | -1 | -24 | -5 | 27 | 0.7 | 87 | 117
CC(C)(C)C(=O)Nc1cccc(-c2nnc(-c3cccc(NC(=O)C(C)(C)C)c3)o2)c1 | 101 | 80 | x | x | -7 | x | x | 53 | 106
Cn1nc(C(=O)N2CCCC2)c2ccccc2c1=O | 94 | 88 | -7 | -8 | -14 | -3 | 1 | 89 | 106

Screens (PubChem BioAssay)
